KB-3-1 tox: KB-3-1 parental cell cytotoxicity; KB-3-1 viability, CellTiter-Glo ATP luminescence, 72 h; Potency, µM (highest dose often 46.1 µM), for the others: at the top dose activity change, negative = cytotoxic, hits mostly cytotoxic; 400,000 compounds, 1.4% hits; AID 1347075; note: potency is the fitted concentration of half-maximal effect; % is set by controls: 0 for no effect and ±100 for the full control effect; nearly all actives have a fitted effect of over 60% in size
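Multi-concentration cytotoxicity screen in KB-3-1 cells grown in DMEM lacking phenol red with 10% FBS. After 72 h at 37 °C with compound, ATP-dependent luminescence was recorded.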
D3 ag: agonists of human D3 dopamine receptor. P35462. 410,000 compounds, 0.58% hits. AID 652048. D3R DiscoveRx beta-arrestin cells, luminescence, 90 min. max activation, %; in the data active = max activation above about 30%; note: 0% is about no effect; mostly tested at two doses, the higher about 12 µM
Target sequence (P35462 whole entry, looked up): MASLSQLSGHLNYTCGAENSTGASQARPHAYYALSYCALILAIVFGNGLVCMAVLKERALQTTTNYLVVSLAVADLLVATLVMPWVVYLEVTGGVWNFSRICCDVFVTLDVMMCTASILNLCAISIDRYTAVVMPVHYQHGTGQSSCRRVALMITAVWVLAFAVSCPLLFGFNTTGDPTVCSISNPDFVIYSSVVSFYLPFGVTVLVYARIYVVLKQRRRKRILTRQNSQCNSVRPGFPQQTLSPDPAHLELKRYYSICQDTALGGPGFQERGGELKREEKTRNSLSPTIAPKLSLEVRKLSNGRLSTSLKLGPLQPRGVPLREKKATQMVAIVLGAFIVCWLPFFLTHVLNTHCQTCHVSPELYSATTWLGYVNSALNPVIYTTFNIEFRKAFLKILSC
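Agonist mode: compounds and dopamine controls were applied to plated cells for 90 min at 37 degrees C after an overnight attachment at 1500 cells/well. Luminescent read-out followed 30 - 60 minutes at room temperature with DiscoveRx detection reagent.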
SW480 rereplic: induces DNA re-replication in SW480 colon adenocarcinoma cells | 340,000 compounds, 1.8% hits | SW480 DNA re-replication, Hoechst DNA content imaging, 48 h | Potency, µM (top dose mostly 46.1 µM), for inactives: at the top dose re-replication activation, actives largely listed as activators; note: potency is the fitted concentration of half-maximal effect; % of control where 0% means no effect; nearly all actives have a fitted effect of over 55% in size
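SW480 cells exposed to compounds for 48 hr at 37 C, 5% CO2, then Hoechst-stained 40 min. Nuclear DNA content imaged by fluorescence scanning (405 nm excitation, 500-530 nm emission); re-replication scored as increased high-intensity nuclei.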
MCF10A rereplic: inducers of DNA re-replication in MCF 10A breast cells; MCF 10A DNA re-replication, Hoechst nuclear intensity, 48 h; Potency, µM (top dose mostly 46.1 µM), for inactives: at the top dose activity, positive = re-replication, actives largely listed as activators; 350,000 compounds, 2.9% hits; AID 624296; note: potency is the fitted concentration of half-maximal effect; % of control where 0% means no effect; nearly all actives have a fitted effect of over 50% in size
IL-1B inflam inh: inhibitors of inflammasome signaling (IL-1 beta secretion). THP-1 LPS/ATP IL-1B secretion, AlphaLISA, 16 h; hits give low values. activity change, % at 57.5 µM. 360,000 compounds, 4.7% hits. AID 743279; in the data active = activity change below about -50%; inconclusive = mostly about -30% to -49%; note: % is set by controls: 0 for no effect and ±100 for the full control effect
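Secreted IL-1B measured by AlphaLISA bead assay after 16 h compound exposure of THP-1 cells; compounds (final up to 57.5 uM) added 1 h before LPS (250 ng/mL) and ATP (1.25 mM) stimulation; lower signal means less secretion.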
GLP1R cytotox: cytotoxic in the GLP-1 receptor inverse agonist counter-screen; HEK293 cAMP-luciferase reporter cells, luminescence, 24 h; Potency, µM (titrated, usually from 38.3 µM), without a hit: at the top dose activity change, negative = inhibition, hits mostly inhibitors; 410,000 compounds, 0.13% hits;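 note: loss of luciferase light is scored as toxicity; potency is the fitted concentration of half-maximal effect; % is set by controls: 0 for no effect and ±100 for the full control effect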
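Seeding density was 200 cells/uL; after overnight-length (12 h) culture, 23 nL compounds went on for 24 h at 37 °C. Readout used a luciferase detection reagent, luminescence taken after 12 min at room temperature.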
KB-V1 cytotox: KB-V1 MDR subline cytotoxicity | KB-V1 MDR cells viability, CellTiter-Glo, 72 h | Potency, µM (top dose mostly 46.1 µM), for inactives: top-dose activity change, negative = cytotoxicity, most hits filed as cytotoxic | 400,000 compounds, 3.4% hits | AID 1347076; note: potency is the fitted concentration of half-maximal effect; % is set by controls: 0 for no effect and ±100 for the full control effect; nearly all actives have a fitted effect of over 60% in size
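qHTS viability screen in drug-selected KB-V1 MDR cells: 72 h compound treatment at 37 degrees C, ATP luminescence end point.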
HT1080NT lethal: kills 2HG-producing HT-1080-NT fibrosarcoma cells | Potency, µM (doses to about 46.1 µM), inactives show at the top dose activity, negative = less viability, most hits filed as cytotoxic | 360,000 compounds, 1.6% hits | HT-1080-NT fibrosarcoma viability, CellTiter-Glo ATP luminescence, 48 h;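 note: NT is the 2HG producing partner of a matched IDH1 knockdown line; potency is the fitted concentration of half-maximal effect; 0% = DMSO-treated cells and -100% = media-only wells without cells; nearly all actives have a fitted effect of over 55% in size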
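HT-1080-NT; 750 cells/well; 5% FBS RPMI; 48 h compound, 37 degrees C; CellTiter-Glo luminescence; curve fitting and curve-class assignment.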
HT1080 IDH1KD tx: HT-1080 IDH1 knockdown cell toxicity (counter line); HT-1080 IDH1 knockdown viability, ATP luminescence, 48 h; Potency, µM (doses to about 46.1 µM), for inactives: top-dose activity, negative = toxicity, most hits filed as cytotoxic; 360,000 compounds, 2% hits;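 note: potency is the fitted concentration of half-maximal effect; 0% = DMSO wells and -100% = cell-free medium wells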
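IDH1KD HT-1080 cells, 750/well, RPMI + 5% FBS; compound pinned after 2 h settling; 48 h, 37 °C; CellTiter-Glo luminescence; % activity normalised to DMSO and no-cell wells; curves fitted, classed by r2 and efficacy.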
* marks the source's active call; other numbers are inactive results; ? = inconclusive; · = not tested or not shown; & = joins results of further samples; [ ] = another dose, or the depositor's remark. Unless noted, calls come from the whole dose curve; as a rule, active = well fitted curve in the direction sought with a large enough effect; inconclusive = small, poorly fitted or top-dose-only effect, or another doubt; inactive = no such curve, though single readings can be large; an effect the other way counts as inactive or inconclusive.

SMILES	KB-3-1 tox	D3 ag	SW480 rereplic	MCF10A rereplic	IL-1B inflam inh	GLP1R cytotox	KB-V1 cytotox	HT1080NT lethal	HT1080 IDH1KD tx
Cc1ccc2nc(N3CCN(c4cccc(C)c4C)CC3)c3nnnn3c2c1	8%&13%	5&1	-2%	18%	0	-10%&-9%	24%&7%	28%	14%
Cc1ccc(CNC(=O)CSc2nnnn2C)cc1	1%	-9	-36%[inhibitor]	-1%	-8	-3%	-3%	-3%	-1%
CCN(CC)c1cc(C)c2cc(NC(=O)c3cccs3)ccc2n1	-14%	-6	?	?	·	-4%[0.307 µM]	-24%	?	-1%
CC(=O)c1ccccc1OC(=O)c1ccc(-c2ccccc2)cc1	1%	6	-11%	-1%	0	-28%	3%	9%	9%
COc1ccc(/C=c2\s/c(=C\C(=O)C(C)(C)C)[nH]c2=O)cc1O	10%	1	9%	?	?	?	-19%	2%	-13%
CCOc1ccc(N2CC(C(=O)OC)CC2=O)cc1 (stereo not drawn)	-8%	-17	-6%	-2%	16	0%	?	18%	15%
O=C(N/N=C/c1ccccn1)c1ccc([N+](=O)[O-])cc1	4%	5	-1%	-5%	-2	-4%	-6%	0%	11%
CCOc1ccccc1OCCCn1c(-c2ccc(Cl)cc2)nc2ccccc2c1=O	0%	-8	·	·	·	-2%	0%	·	·
CCn1c(CNc2ccc(C)cc2)nnc1SCC(=O)NCc1ccccc1	-5%	5	4%	7%	19	-8%	3%	?	-13%
COc1cccc(CN(C)CC(O)COc2cc(Cl)ccc2Cl)c1 (stereo not drawn)	5%	-2	1%	-11%	-2	-4%	5%	-5%	-7%
O=C(NCCC1=CCCCC1)C1CCN(S(=O)(=O)c2cccs2)CC1	6%	1	3%	-3%	0	1%	-16%	-4%	2%
O=C(O)C1CCCN1C(=O)OCC1c2ccccc2-c2ccccc21 (stereo not drawn)	3%	5	-12%	1%	11	7%	9%	-7%	2%
COc1ccc(-c2nn(Cc3ccccc3)cc2C(=O)N2CCN(c3ccccn3)CC2)cc1OC	7%	3	-4%	2%	-13	-27%	1%	2%	7%
CC(=O)Nc1ccc(-c2nn[nH]n2)cc1Cl	-12%	-3	-1%[9.22 µM]	-14%	-7	-3%	9%	7%	12%
CS(=O)(=O)N1CCN(C/C=C/c2ccccc2)CC1	-1%	3	-9%	7%	-15	57%[activator]	-2%	-3%	-2%
CCOc1ccc(CN(CCO)CCO)cc1[N+](=O)[O-]	3%	-6	?	1%	15	7%	-12%	8%	1%
CCOC(=O)C1CCCN(S(=O)(=O)c2ccccc2)C1 (stereo not drawn)	3%	-9	-13%	-1%	-11	1%	?	0%	-1%
O=C(CNC(=O)c1ccc(Cl)cc1)NNc1c(F)c(F)cc(F)c1F	-5%	3	-7%	5%	0	-12%	11%	0%	-5%
CS(=O)(=O)c1ccc(Cl)c(NC(=O)COC(=O)c2ccc(F)cc2Cl)c1	-4%	-14	-12%	-1%	-11	-5%	-7%	-2%	-5%
OC(COC1CCCCC1)CN1CCN(c2ccccc2)CC1 (stereo not drawn)	7%	4	-12%	4%	14	1%	?	4%	0%
O=C(NCC1CCN(C(=O)c2cccc([N+](=O)[O-])c2)CC1)c1cccc([N+](=O)[O-])c1	-5%	-5	-46%[inhibitor]	2%	-4	-7%	0%	0%	-8%
CCn1cc(C(=O)O)c(=O)c2cc(F)c(N3CCN(S(=O)(=O)c4ccc5c(c4)OCCO5)CC3)cc21	-2%	-10	-5%	-6%	35	6%	-17%	14%	2%
CCC(=O)OCc1cnc(C)c2oc(=O)c(C(=O)Nc3ccc(CC)cc3)cc12	1%	-16	·	·	·	4%	-14%	·	·
O=S(=O)(c1ccc(Cl)cc1)c1nc(-c2ccco2)oc1SCc1ccccc1F	0%	-18	·	·	·	40%[activator]	-7%	·	·
CN(C)c1nnnn1-c1ccc(Cl)cc1Cl	-2%	-4	-7%	3%	-4	?	1%	7%	19%

No new results follow: 2 of the compounds above.
SMILES	KB-3-1 tox	D3 ag	SW480 rereplic	MCF10A rereplic	IL-1B inflam inh	GLP1R cytotox	KB-V1 cytotox	HT1080NT lethal	HT1080 IDH1KD tx
O=S(=O)(c1ccc(Cl)cc1)c1nc(-c2ccco2)oc1SCc1ccccc1F	0%	-18	·	·	·	40%[activator]	-7%	·	·
CN(C)c1nnnn1-c1ccc(Cl)cc1Cl	-2%	-4	-7%	3%	-4	?	1%	7%	19%

Record cards, as listed above. Order of values: KB-3-1 tox, D3 ag, SW480 rereplic, MCF10A rereplic, IL-1B inflam inh, GLP1R cytotox, KB-V1 cytotox, HT1080NT lethal, HT1080 IDH1KD tx
`O=S(=O)(c1ccc(Cl)cc1)c1nc(-c2ccco2)oc1SCc1ccccc1F` in the list: 0%, -18, ·, ·, ·, 40%[activator], -7%, ·, ·
`CCn1cc(C(=O)O)c(=O)c2cc(F)c(N3CCN(S(=O)(=O)c4ccc5c(c4)OCCO5)CC3)cc21` in the list: -2%, -10, -5%, -6%, 35, 6%, -17%, 14%, 2%
`Cc1ccc2nc(N3CCN(c4cccc(C)c4C)CC3)c3nnnn3c2c1` in the list: 8%&13%, 5&1, -2%, 18%, 0, -10%&-9%, 24%&7%, 28%, 14%
`CCN(CC)c1cc(C)c2cc(NC(=O)c3cccs3)ccc2n1` in the list: -14%, -6, ?, ?, ·, -4%[0.307 µM], -24%, ?, -1%

Reprinted at random: 2 records from the list, in no set order.
SMILES	KB-3-1 tox	D3 ag	SW480 rereplic	MCF10A rereplic	IL-1B inflam inh	GLP1R cytotox	KB-V1 cytotox	HT1080NT lethal	HT1080 IDH1KD tx
OC(COC1CCCCC1)CN1CCN(c2ccccc2)CC1 (stereo not drawn)	7%	4	-12%	4%	14	1%	?	4%	0%
CCn1c(CNc2ccc(C)cc2)nnc1SCC(=O)NCc1ccccc1	-5%	5	4%	7%	19	-8%	3%	?	-13%

Returning to the listing; the 2 compounds before the break are reprinted first.
SMILES	KB-3-1 tox	D3 ag	SW480 rereplic	MCF10A rereplic	IL-1B inflam inh	GLP1R cytotox	KB-V1 cytotox	HT1080NT lethal	HT1080 IDH1KD tx
O=S(=O)(c1ccc(Cl)cc1)c1nc(-c2ccco2)oc1SCc1ccccc1F	0%	-18	·	·	·	40%[activator]	-7%	·	·
CN(C)c1nnnn1-c1ccc(Cl)cc1Cl	-2%	-4	-7%	3%	-4	?	1%	7%	19%
OC1CCN(c2ncnc3c2nnn3Cc2c(F)cccc2Cl)CC1	-6%	5	3%	7%	-4	5%	-2%	3%	6%
Cc1csc2c(N3CCN(C(=O)Nc4ccccc4)CC3)ncnc12	-10%	12	4%	24%	?	-5%	0%	-29%	-18%
Cc1nnc(NC(=O)c2nn(CC(C)C)c(=O)c3ccccc23)s1	?	5	-14%	-7%	14	30%	?	0%	-15%
COc1ccc(-c2cc(C(=O)OCC(=O)c3ccc(C)c([N+](=O)[O-])c3)c3ccccc3n2)cc1	-3%	-10	11%	0%	-55*	0%[1.53 µM]	-30%	-3%	1%
Cc1c(C(=O)NNC(=S)Nc2cccc(Cl)c2)nnn1-c1ccccc1	?	2	-703%[inhibitor]	-37%[inhibitor]	0	-3%	?	1%	2%
CCC1(CC)NC(=O)N(CC(=O)OC(C)C(=O)Nc2ccc(NC(C)=O)cc2)C1=O (stereo not drawn)	4%	-2	1%	-1%	11	-3%	?	7%	11%
Cc1cccc(OCC(=O)N(Cc2ccccc2)c2c(N)n(Cc3ccccc3)c(=O)[nH]c2=O)c1	-27%	4	?	?	?	-2%	2%	-3%	-13%
CC12CC(NC(=O)N1c1cccc(C(=O)N3CCN(c4ccccc4)CC3)c1)c1ccccc1O2 (stereo not drawn)	10%	-3	-3%[9.22 µM]	?	?	-22%	-2%	-16%	-5%
COc1cccc(/C=C/C(=O)NCc2ccc3c(c2)OCO3)c1	6%	-16	12%	12%	-15	-8%	-8%	-6%	-14%
C/C(=N\NC(=O)NC1CCCCC1)c1ccc(OC(F)F)cc1OC(F)F	-18%	-8	-15%	11%	-80*	-7%	-2%	-21%	?
Cn1c(Cc2cccs2)n[nH]c1=S	2%	1	3%	-2%	-7	-14%	7%	6%	5%
CCOC(=O)C1=C(C)N(C2CCCCC2)C(=O)C1	-2%	-3	21%	19%	-11	19%	-5%	8%	-3%
O=C(c1ccccc1SCc1ccccc1)N1CCOCC1	-2%	-5	-3%	-2%	9	-2%	-19%	-1%	-2%
CC1(C)C(=O)N(c2ccccc2)C(=O)c2ccccc21	0%	-2	-2%	-2%	-6	-11%	2%	0%	1%
COCCCn1c(C)nnc1SCC(=O)NCc1ccco1	2%	-4	-8%	7%	-10	5%	-5%	1%	9%
NS(=O)(=O)c1cccc(NC(=S)NC(=O)c2cccc([N+](=O)[O-])c2)c1	13%	-13	-7%	2%	6	7%	3%	3%	8%

Assay outcomes deposited in PubChem BioAssay by National Center for Advancing Translational Sciences (NCATS).
